C diff HTS: inhibitors of Clostridium difficile growth; 86,000 tested, 0.25% active; Clostridium difficile clinical isolate growth, OD600, 24 h; hits give low values; AID 1259249; growth activity, negative = inhibition, % at 16 µg/mL (by protocol);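 active = mean growth activity at or below -80% and every replicate also at or below -80%; inconclusive = mean at or below -80% but some replicate above -80%; inactive = mean growth activity above -80%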;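 also: 0% = DMSO wells and -100% = levofloxacin 16 µg/mL wells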
T cruzi growth: blocks T. cruzi growth in NIH3T3 culture; T. cruzi beta-gal in NIH3T3, GalScreen luminescence, 90 h; inhibition, % at 8.34 µM; 77,000 tested, 5.9% active; AID 624255;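 active = mean inhibition above about 93%, with at least 55% of replicates each passing it, limit read from the data, passing the limit was not always enough; inconclusive = only one of those two conditions holds; inactive = neither condition holds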
Pf Dd2 inh: blocks growth of Plasmodium falciparum Dd2 parasites. P. falciparum Dd2 growth, SYBR Green, 72 h; hits give low values. activity change, % at 10 µM. 94,000 tested, 2.3% active. AID 1159554; in the data active = activity change below about -80%; inconclusive = no clear call, values can overlap the other calls
GASC1 inh: blocks human GASC-1 (KDM4C) demethylase activity; 96,000 tested, 0.15% active; inhibition, % at 12.5 µM; GST-KDM4C 2-372, H3K9me3 peptide, LANCE TR-FRET; AID 720574; Q9H3R0;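 active = mean replicate inhibition above about 25%, with at least 55% of replicates also reaching it, limit read from the data, passing the limit was not always enough; inconclusive = only one of those two conditions met; inactive = neither condition met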
Target sequence (Q9H3R0 2-372 limits assumed): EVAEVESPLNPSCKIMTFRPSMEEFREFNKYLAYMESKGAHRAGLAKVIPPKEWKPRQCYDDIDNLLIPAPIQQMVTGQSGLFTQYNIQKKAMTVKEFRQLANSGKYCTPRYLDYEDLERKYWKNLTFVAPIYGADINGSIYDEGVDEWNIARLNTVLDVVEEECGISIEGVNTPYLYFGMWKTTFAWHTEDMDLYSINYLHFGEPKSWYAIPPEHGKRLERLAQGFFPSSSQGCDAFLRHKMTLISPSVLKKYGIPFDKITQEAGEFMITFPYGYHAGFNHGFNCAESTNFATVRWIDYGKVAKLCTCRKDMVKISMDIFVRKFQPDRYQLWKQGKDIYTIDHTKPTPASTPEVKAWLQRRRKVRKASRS
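reagent = H3K9me3 peptide substrate, Fe(II), 2-oxoglutarate | system = GST-tagged GASC-1 (JMJD2C) catalytic fragment, aa 2-372 | amount = enzyme final amount 10 nM | read-out = Fall in 671/618 emission ratio as inhibition | medium = HEPES buffer, pH 7.5, plus ascorbate | schedule = 30 min reaction, 60 min detection, RT | measured by = LANCE TR-FRET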
An asterisk follows results filed as active; ? = inconclusive; · = not tested or not shown; & = joins results of further samples. Compounds were not picked by outcome; 7% or so of the library scored in one or more.

C diff HTS	T cruzi growth	Pf Dd2 inh	GASC1 inh	Structure
-17	114*	-65	-1.0	CCC(=O)N(C)C[C@@H]1Oc2cc(C#CC3CCCCC3)ccc2S(=O)(=O)N([C@@H](C)CO)C[C@H]1C
·	·	?	-0.4	Cc1ccc(S(=O)(=O)N(C)C[C@@H]2OCCCC[C@H](C)Oc3ccc(NC(=O)CCC(F)(F)F)cc3C(=O)N([C@@H](C)CO)C[C@@H]2C)cc1
-5	-20	41	3.0	Cc1noc(C)c1NC(=O)N(C)C[C@@H]1Oc2ncc(C#CCN(C)C)cc2C(=O)N([C@@H](C)CO)C[C@H]1C
3	21	-5	-0.1	C[C@@H]1CN([C@@H](C)CO)C(=O)c2cc(NC(=O)c3ccncc3)ccc2O[C@@H]1CN(C)S(=O)(=O)c1ccc(Cl)cc1
·	13	-4	-0.2	CO[C@@H]1CN(C)C(=O)c2ccc(NS(=O)(=O)c3cn(C)cn3)cc2OC[C@@H](C)N(C)C[C@H]1C
1	17	6	1.0	Cc1noc(C)c1NC(=O)Nc1cccc2c1O[C@@H](CN(C)Cc1ccc3c(c1)OCO3)[C@@H](C)CN([C@@H](C)CO)C2=O
-3	22	-2	-0.6	C[C@H](CO)N1C[C@H](C)[C@H](CN(C)Cc2ccncc2)Oc2ccc(NC(=O)CCCCCC(=O)Nc3ccccc3N)cc2C1=O
-4	10	8	-0.5	C[C@@H]1CN([C@@H](C)CO)C(=O)Cc2cc(NC(=O)c3ccncc3)ccc2O[C@H]1CN(C)Cc1ccncc1
16	14	-33	5.4	COc1ccc(-c2ccc3c(c2)[C@@H]2[C@@H](CCN2C(=O)NC2CCCCC2)[C@H](CO)N3C)cc1
8	51	-33	-2.4	C[C@@H]1CN([C@@H](C)CO)C(=O)c2cc(C#Cc3cccc(F)c3)cnc2O[C@H]1CN(C)C(=O)C1CCC1
1	·	36	-0.8	C/C=C/c1ccccc1[C@H]1[C@H](C#N)N(C(=O)CN2CCOCC2)[C@H]1CO
4	108*	-57	-0.4	CN(C)CC(=O)N1CCCCN2[C@H](C1)[C@H](c1ccc(-c3cccnc3)cc1)[C@@H]2CO
-2	94	-49	-1.4	N#C[C@@H]1[C@H](c2ccc(C#Cc3ccccc3F)cc2)[C@H](CO)N1C(=O)C1CCOCC1
·	14	-49	0.0	CO[C@@H]1CN(C)C(=O)c2cc(NC(=O)c3ccccc3F)ccc2OC[C@@H](C)N(C)C[C@@H]1C
0	9	-6	-0.9	COc1cccc(NC(=O)N[C@@H]2C=C[C@@H](CC(=O)N3CCN(C)CC3)O[C@H]2CO)c1

The closing four compounds of the section above open the next one.
C diff HTS	T cruzi growth	Pf Dd2 inh	GASC1 inh	Structure
4	108*	-57	-0.4	CN(C)CC(=O)N1CCCCN2[C@H](C1)[C@H](c1ccc(-c3cccnc3)cc1)[C@@H]2CO
-2	94	-49	-1.4	N#C[C@@H]1[C@H](c2ccc(C#Cc3ccccc3F)cc2)[C@H](CO)N1C(=O)C1CCOCC1
·	14	-49	0.0	CO[C@@H]1CN(C)C(=O)c2cc(NC(=O)c3ccccc3F)ccc2OC[C@@H](C)N(C)C[C@@H]1C
0	9	-6	-0.9	COc1cccc(NC(=O)N[C@@H]2C=C[C@@H](CC(=O)N3CCN(C)CC3)O[C@H]2CO)c1
-1	·	-29	-0.7	CCCNC(=O)N(C)C[C@@H]1Oc2cc(C3=CCCC3)ccc2S(=O)(=O)N([C@@H](C)CO)C[C@H]1C
-8	·	?	0.6	COc1cccc(CN2[C@@H]3CNC[C@H]2[C@H]3c2ccc(-c3ccccc3OC)cc2)c1
-2	-7	1	1.6	C[C@H](CO)N1C[C@H](C)[C@H](CN(C)Cc2ccc3c(c2)OCO3)Oc2ccc(NC(=O)Nc3cccc4ccccc34)cc2CC1=O
2	62	8	-0.7	O=C(Nc1cc(F)ccc1F)N1CCCCN2[C@H](CO)[C@H](c3ccc(-c4cccnc4)cc3)[C@@H]2C1
9	·	?	1.4	COc1ccccc1CN(C)C[C@H]1OCc2ccccc2-c2c(n(C)c3ccccc23)C(=O)N([C@@H](C)CO)C[C@@H]1C
·	?	-43	-1.0	C[C@@H]1CN([C@H](C)CO)C(=O)c2cccc(NC(=O)Nc3ccc4c(c3)OCO4)c2O[C@H]1CN(C)Cc1ccc(Cl)c(Cl)c1
·	43	-7	-1.5	C[C@H](CO)N1C[C@H](C)[C@@H](CN(C)C(=O)Nc2ccccc2)OCCCC[C@H](C)Oc2ccc(NC(=O)Nc3cccc4ccccc34)cc2C1=O
-3&-4	·	-36	1.1	O=C(C[C@H]1CC[C@H]2[C@@H](COC[C@H](O)CN2C(=O)Nc2ccc3c(c2)OCO3)O1)N1CCN(c2ccccc2)CC1
-2	1	5	0.7	C[C@@H]1CCCCO[C@H](CN(C)C(=O)Cc2ccccc2)[C@@H](C)CN([C@H](C)CO)C(=O)c2cc(NC(=O)CCC(F)(F)F)ccc2O1
5	28	5	8.1	C[C@H]1CN([C@@H](C)CO)C(=O)c2cc(NC(=O)Cn3cnnn3)ccc2O[C@H]1CN(C)C(=O)Nc1ccc(F)cc1
·	-18	20	·	C[C@H](O)C#Cc1cnc2c(c1)C(=O)N([C@H](C)CO)C[C@H](C)[C@H](CN(C)C(=O)Nc1ccc(F)cc1)O2
5&-7	·	-5	1.5	C[C@@H]1CN([C@@H](C)CO)C(=O)c2cc(NC(=O)Nc3ccc(F)cc3)ccc2O[C@H]1CN(C)Cc1ccc(C(=O)O)cc1
-3	78	-78	0.5	C[C@H]1CCCCO[C@H](CN(C)C(=O)Nc2ccccc2)[C@@H](C)CN([C@@H](C)CO)C(=O)c2cc(NC(=O)C3CCCCC3)ccc2O1
13	116*	-39	-0.9	C[C@@H]1CN([C@@H](C)CO)C(=O)c2cc(NC(=O)Cc3ccccc3)ccc2O[C@@H](C)CCCCO[C@H]1CN(C)CC1CCCCC1
-5	-30	·	-1.4	CCCN1[C@@H]2c3ccc(-c4ccc(F)cc4)c(=O)n3C[C@H]1[C@H](CO)[C@H]2C(=O)NCCOC
22	98	8	-2.3	C[C@H](CO)N1C[C@H](C)[C@H](CN(C)Cc2ccc(Cl)c(Cl)c2)Oc2ccc(NC(=O)C3CCCCC3)cc2C1=O
0	-11	1	-0.1	O=C(C[C@H]1CC[C@@H](NC(=O)c2cccnc2)[C@@H](CO)O1)NCc1ccncn1
6	-19	6	0.8	COc1ccc(NC(=O)N[C@@H]2CC[C@H](CCNC(=O)CN3CCOCC3)O[C@@H]2CO)cc1
5&2	28&14	-28&-9	-0.8	C[C@@H]1CN([C@@H](C)CO)C(=O)CCCn2nncc2CO[C@@H]1CN(C)S(=O)(=O)c1ccc2ccccc2c1
-7	33	-45	1.2	COc1cccc(-c2ccc3c(c2)O[C@H](CN(C)CC2CC2)[C@H](C)CN([C@@H](C)CO)S3(=O)=O)c1
2	65	-2	-1.0	C[C@@H]1CN([C@H](C)CO)C(=O)c2cc(NC(=O)C3CCCCC3)ccc2O[C@H]1CN(C)Cc1ccc(Cl)c(Cl)c1
·	19	10	-1.2	O=C(C[C@@H]1C[C@H]2c3cc(NC(=O)C4CCOCC4)ccc3O[C@H]2[C@@H](CO)O1)NCc1ccc2c(c1)OCO2
12	83	-69	5.7	C[C@H]1CCCCO[C@@H](CN(C)C(=O)Nc2ccc(F)cc2)[C@@H](C)CN([C@@H](C)CO)C(=O)c2cc(NS(=O)(=O)c3ccccc3)ccc2O1
-1	-160	-25	-4.6	C[C@@H]1CN([C@H](C)CO)C(=O)c2cccc(NC(=O)c3ccc(-c4nccs4)cc3)c2O[C@H]1CN(C)S(=O)(=O)c1ccc(F)cc1
17	42	16	1.1	CCCNC(=O)N(C)C[C@H]1Oc2ncc(C3=CCCCC3)cc2C(=O)N([C@@H](C)CO)C[C@@H]1C
·	-79	-14	0.5	C[C@@H]1CN([C@H](C)CO)S(=O)(=O)c2ccc(C#C[C@@H](C)O)cc2O[C@@H]1CN(C)C(=O)C1CC1
3	4	-17	0.4	CC(=O)Nc1ccc2c(c1)C(=O)N(C)[C@H]1CC[C@@H](CC(=O)N3CCc4ccccc4C3)O[C@@H]1CO2
-2	15	8	-0.7	CC(C)NC(=O)N(C)C[C@H]1Oc2c(NC(=O)C3CC3)cccc2C(=O)N([C@@H](C)CO)C[C@@H]1C
-1	5	31	-0.9	C[C@H](O)C#Cc1cnc2c(c1)C(=O)N([C@@H](C)CO)C[C@H](C)[C@H](CN(C)Cc1cncnc1)O2
2	·	-4	-2.1	CC(=O)N(C)C[C@H]1Oc2ncc(C#Cc3ccc(F)cc3)cc2C(=O)N([C@@H](C)CO)C[C@H]1C
5	18	43	-0.2	C[C@@H]1CN([C@@H](C)CO)C(=O)c2cc(NC(=O)CCN3CCOCC3)ccc2O[C@@H]1CN(C)C(=O)Nc1ccc(F)cc1
0	32	-22	·	C[C@H](CO)N1C[C@H](C)[C@@H](CN(C)S(=O)(=O)c2ccc(Cl)cc2)Oc2ccc(NC(=O)C3CCCCC3)cc2C1=O
12	76	-26	4.7	CCCN(C)C[C@H]1Oc2cc(C#CCC(C)C)ccc2S(=O)(=O)N([C@H](C)CO)C[C@H]1C
-3	-13	-16	3.4	C[C@@H]1CN([C@H](C)CO)C(=O)c2cccc(NC(=O)Nc3ccccc3)c2O[C@H]1CN(C)S(=O)(=O)c1cn(C)cn1
0	-40	5	0.2	C[C@@H]1CN([C@@H](C)CO)C(=O)CCCn2cc(nn2)CO[C@H]1CN(C)CC1CCCCC1
0	9	4	1.4	Cc1noc(C)c1NC(=O)Nc1ccc2c(c1)C(=O)N([C@H](C)CO)C[C@@H](C)[C@H](CN(C)Cc1ccc3c(c1)OCO3)O2
·	49	7	9.4	CCCC(=O)Nc1ccc2c(c1)OC[C@@H](C)N(C(=O)c1cccnc1)C[C@H](C)[C@H](OC)CN(C)C2=O
2	30	8	0.4	C[C@@H](NC(=O)C[C@@H]1C=C[C@@H](NC(=O)C2CCOCC2)[C@H](CO)O1)c1ccccc1
-8	46	12	-1.2	OC[C@H]1[C@H](c2ccc(-c3ccccc3)cc2)[C@H]2CN(Cc3cncnc3)CCCCN21
-1	25	3	0.3	O=C(C[C@@H]1CC[C@H]2[C@@H](COC[C@@H](O)CN2Cc2nccs2)O1)NCc1ccccc1
-2	·	-83*	0.0	CCC(=O)N1CC2(CCN(Cc3ccc(Cl)cc3)CC2)c2c(n(C)c3cc(OC)ccc23)[C@H]1CO
-1	·	50	-0.2	CCS(=O)(=O)N1CC2(C1)[C@@H](c1ccccc1)[C@@H](CO)N2C(=O)C1CCC1
-3	29	1	0.7	O=C(C[C@H]1CC[C@@H]2[C@H](COC[C@@H](O)CN2C(=O)c2ccccc2F)O1)NCc1ccccc1
-2	20	-2	1.6	O=C(CC(F)(F)F)N1C[C@H]2[C@@H](c3ccccc31)[C@@H](CO)N2C(=O)C1CCCCC1
0	-5	15	1.0	Cc1ccc(-c2cnc3c(c2)C(=O)N([C@H](C)CO)C[C@H](C)[C@H](CN(C)Cc2ccccc2C(=O)O)O3)cc1
95	·	-62	-5.8	COc1cccc(-c2ccc(C3[C@@H]4CN(C(=O)c5ccc(F)cc5)C[C@H]3N4)cc2)c1 (stereo partly specified)
·	31	-5	3.9	COCC(=O)Nc1ccc2c(c1)[C@@H]1C[C@H](CC(=O)NC3CCCCC3)O[C@H](CO)[C@@H]1O2
1	1	-6	-0.4	C[C@H]1CN([C@@H](C)CO)C(=O)c2cccc(NC(=O)Nc3cccc4ccccc34)c2O[C@H]1CN(C)S(C)(=O)=O
0	33	-21	0.0	C[C@H](CO)N1C[C@H](C)[C@H](CN(C)C(=O)Nc2ccc(F)cc2)Oc2c(NS(=O)(=O)c3ccc(F)cc3)cccc2C1=O

Results in Pf Dd2 inh and C diff HTS, for some of the entries so far:
| canonical_smiles | Pf Dd2 inh | C diff HTS |
| --- | --- | --- |
| COc1cccc(-c2ccc(C3[C@@H]4CN(C(=O)c5ccc(F)cc5)C[C@H]3N4)cc2)c1 (stereo partly specified) | -62 | 95 |
| COCC(=O)Nc1ccc2c(c1)[C@@H]1C[C@H](CC(=O)NC3CCCCC3)O[C@H](CO)[C@@H]1O2 | -5 | · |
| C[C@H](CO)N1C[C@H](C)[C@H](CN(C)C(=O)Nc2ccc(F)cc2)Oc2c(NS(=O)(=O)c3ccc(F)cc3)cccc2C1=O | -21 | 0 |
| C[C@H]1CN([C@@H](C)CO)C(=O)c2cccc(NC(=O)Nc3cccc4ccccc34)c2O[C@H]1CN(C)S(C)(=O)=O | -6 | 1 |

From PubChem BioAssay
